# Screens as filed in PubChem.
# HCV NS3 hel inh – inhibitors of HCV NS3 helicase, primary screen, biochemical, Cy5 molecular beacon fluorescence; Hepatitis C virus NS3 helicase; NS3 helicase DNA unwinding; inhibition, % at 10.9 µM; 290,000 compounds, 0.56% hits;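 active = inhibition above the mean of all tested compounds plus 3 SD, set per campaign, cut at about 35% in these data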;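 note: 0% = DMSO wells and 100% = thioflavine S control wells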
#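 Test system: hepatitis C virus NS3 helicase domain fragment enzyme. Also added: annealed dual-labelled DNA beacon duplex, ATP-started. Timing: 60 min unwinding reaction at 25 °C after ATP addition. Technique: Cy5 fluorescence. Measure: % inhibition of unwinding.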
# V1aR counter – agonists of human V1a receptor, primary screen, counter-screen for OXTR agonist project, fluorescence, CHO-V1R cells; Fluo-8 calcium fluorescence, agonist mode; 0% DMSO, 100% 3 nM vasopressin; activation, % at 3 µM; 320,000 compounds, 0.25% hits;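 active = activation above the mean activation of all tested compounds plus 3 SD, per screening run, cut at about 20% in these data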;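 note: signal is peak over basal fluorescence ratio across a 100 second FLIPR read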
# Target sequence (P37288 whole entry, looked up): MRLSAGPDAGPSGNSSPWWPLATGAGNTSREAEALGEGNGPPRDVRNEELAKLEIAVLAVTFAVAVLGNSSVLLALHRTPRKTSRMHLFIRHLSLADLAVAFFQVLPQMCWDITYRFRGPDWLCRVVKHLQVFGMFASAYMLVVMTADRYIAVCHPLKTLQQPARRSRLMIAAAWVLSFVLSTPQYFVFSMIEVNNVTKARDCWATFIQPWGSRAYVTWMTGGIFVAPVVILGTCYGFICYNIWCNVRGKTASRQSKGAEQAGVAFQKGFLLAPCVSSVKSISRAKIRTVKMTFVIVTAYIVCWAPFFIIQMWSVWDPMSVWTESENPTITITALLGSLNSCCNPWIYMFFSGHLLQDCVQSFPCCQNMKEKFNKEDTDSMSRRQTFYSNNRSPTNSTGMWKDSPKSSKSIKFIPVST
# VIM-2 inh – VIM-2 metallo-beta-lactamase inhibitors, primary screen, biochemical, epi-absorbance readout, Pseudomonas aeruginosa enzyme; purified VIM-2, nitrocefin hydrolysis, epi-absorbance fluorescence; inhibition, % at 5.6 µM; 290,000 compounds, 0.89% hits; AID 1527, 2009;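 active = inhibition above the mean of all tested compounds plus 3 SD, cutoff set per screening run, cut at about 7.5% in these data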;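 note: red hydrolysis product quenches plate fluorescence so inhibitors raise well fluorescence; 0% = enzyme with DMSO and 100% = DMSO without enzyme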
# IMP-1 inh – IMP-1 metallo-beta-lactamase inhibitors, primary screen, biochemical, epi-absorbance readout, Pseudomonas aeruginosa enzyme; metallo-beta-lactamase IMP-1 (Pseudomonas aeruginosa); inhibition, % at 5.6 µM; 290,000 compounds, 0.45% hits; AID 1556, 2009; purified IMP-1, nitrocefin hydrolysis, epi-absorbance fluorescence;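 active = inhibition above the mean plus 3 SD of all compounds in the same screening run, cut at about 4.5% in these data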;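 note: 0% = IMP-1 with DMSO and 100% = DMSO wells lacking enzyme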
#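 Material – recombinant IMP-1 enzyme, purified · Amount – IMP-1 0.2 nM before substrate addition · Medium – HEPES buffer pH 7.1 with ZnSO4 and Brij 35 · Timing – 25 °C, 15 min preincubation, 25 min reaction · Measured by – plate fluorescence quenching by hydrolysis product, ex 480/em 530 nm · Read-out – percent enzyme inhibition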
# GPR7 antag – GPR7 receptor antagonists, primary screen, cell-based, fluorescence, single concentration; Neuropeptides B/W receptor type 1 (Homo sapiens), P48145; GPR7-expressing cells, fluorescence antagonist assay; inhibition, % at 4.4 µM; 290,000 compounds, 1.1% hits; in the data active = inhibition above about 16%, passing the limit was not always enough;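 note: cells stimulated with the agonist NPW; 0% = agonist with vehicle and 100% = vehicle without agonist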
# DNA FID counter – compounds displacing fluorescent DNA intercalator, primary screen, artefact control for HCV NS3 helicase inhibitor project, biochemical, FID fluorescence | DNA fluorescent intercalator displacement | inhibition, % at 7.9 µM | 290,000 compounds, 0.17% hits | AID 1845, 2009; in the data active = inhibition above about 37%;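 note: 0% = vehicle and 100% = reference compound; higher means more ethidium bromide displaced from hairpin DNA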
# OXTR agonist – human OXTR agonists, primary screen, fluorescence, CHO-OTR cells, Fluo-8 calcium; Oxytocin receptor (Homo sapiens), P30559; Fluo-8 calcium fluorescence; normalized: DMSO 0%, oxytocin 100%; activation, % at 3 µM; 320,000 compounds, 0.32% hits; AID 2435, 2010;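 active = activation above the mean of all tested compounds plus 3 SD, cutoff set per screening run, cut at about 20% in these data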;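 note: peak over basal fluorescence ratio from a 100 s FLIPR kinetic read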
# GalR3 antagonist – GalR3 antagonists in HEK293 cells, primary screen, cell-based, fluorescence readout | HEK293 GalR3-CNG cAMP membrane potential fluorescence; galR3 body fused to GalR1 C-terminus | inhibition, % at 3 µM | 360,000 compounds, 0.44% hits;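 active = inhibition above the screen-wide average plus 3 SD, cut at about 13% in these data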;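 note: forskolin and galanin both at EC90 stimulate the cells; cAMP rise reported by CNG channel membrane potential dye signal; 0% = forskolin plus galanin with DMSO and 100% = forskolin alone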
# Target sequence (O60755 1-299 limits assumed): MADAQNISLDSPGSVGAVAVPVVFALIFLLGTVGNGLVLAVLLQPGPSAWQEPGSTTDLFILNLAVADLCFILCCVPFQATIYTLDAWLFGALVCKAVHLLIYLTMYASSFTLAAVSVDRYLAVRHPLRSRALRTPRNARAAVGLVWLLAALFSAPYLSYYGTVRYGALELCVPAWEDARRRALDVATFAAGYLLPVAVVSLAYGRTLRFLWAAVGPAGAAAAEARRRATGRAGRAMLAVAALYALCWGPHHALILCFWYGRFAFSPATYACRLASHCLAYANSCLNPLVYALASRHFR
# PHOSPHO1 inh – PubChem AID 1565. Phosphoethanolamine/phosphocholine phosphatase (Homo sapiens), Q8TCT1. recombinant PHOSPHO1, absorbance phosphatase assay. inhibition, % at 13.3 µM. 290,000 compounds, 1.1% hits; in the data active = inhibition above about 60%
# Target sequence (Q8TCT1 whole entry, looked up): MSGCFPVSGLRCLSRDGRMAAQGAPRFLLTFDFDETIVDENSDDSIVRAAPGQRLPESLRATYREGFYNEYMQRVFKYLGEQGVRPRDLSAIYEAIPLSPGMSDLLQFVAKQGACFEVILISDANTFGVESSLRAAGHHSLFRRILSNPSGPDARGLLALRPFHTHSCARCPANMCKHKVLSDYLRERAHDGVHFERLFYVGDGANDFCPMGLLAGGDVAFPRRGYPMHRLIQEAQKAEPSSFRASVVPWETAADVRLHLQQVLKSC
# * marks the source's active call; other numbers are inactive results; . = not tested or not shown. The order is random; 4.3% or so of the library scored in one or more.
# Results follow in this order: PHOSPHO1 inh	V1aR counter	HCV NS3 hel inh	GPR7 antag	VIM-2 inh	IMP-1 inh	GalR3 antagonist	OXTR agonist	DNA FID counter
CC(C)NC(=O)Cn1cc(C(=O)C(=O)N2CCOCC2)c2ccccc21
 : 42.7	-0.4	5.6	-6.3	-1.7	-0.8	-4.5	0.4	-1.1
CC(C)=CCN1CCN(Cc2cnc(N3CCCC3)s2)CC1CCO (stereo not given)
 : 56.0	0.4	1.1	2.3	-3.1	-3.1	0.0	1.0	3.9
COc1ccc(-n2c(O)c(/C=N/Nc3nc(C)cc(C)n3)c3ccccc3c2=O)cc1OC
 : 27.5	1.1	5.5	3.1	0.3	-1.4	-4.5	1.6	-9.8
COc1ccc(C(=O)NCCCCCCNC(=O)c2ccc(OC)cc2)cc1
 : 0.0	-0.6	1.0	10.6	-2.8	-2.0	4.1	0.4	-21.6
O=C(Nn1c(=O)[nH]c2ccsc2c1=O)c1ccccc1
 : 33.9	-0.7	-4.0	-10.7	-1.9	-1.9	-2.5	1.2	0.1
C=CCNc1ncnc2c1[nH]c1ccc(Cl)cc12
 : 0.3	12.2	2.2	-9.7	2.8	0.6	-7.4	21.6*	8.9
Cc1ccc(CN2CCN(C(=O)CCN3C(=O)c4ccccc4C3=O)CC2)cc1
 : 10.2	1.2	-0.4	-2.9	-1.8	-2.8	-3.6	-1.5	-18.7
COc1cc(/C=N/NC(=O)c2ccncc2)ccc1OCC(=O)Nc1ccc(C)c(C)c1
 : 41.6	3.4	7.1	-17.0	-1.4	-1.6	-7.7	3.1	-35.8
Cc1cc(C)c(NC(=O)c2sc3nc4c(cc3c2N)C(=O)CC(C)(C)C4)c(C)c1
 : -8.2	2.1	4.5	-1.1	-6.0	-5.4	-3.2	-0.9	-15.6
CCC(=O)Oc1c(-c2ccccc2)c2nc3ccccc3nc2c2ccccc12
 : .	.	4.6	-1.2	-1.3	-1.4	.	.	1.9
Fc1ccc(COc2cccc3cccnc23)cc1
 : 47.1	-0.8	-0.6	-0.3	-2.5	-2.2	-6.8	-3.1	-8.4
COCCN1C(=O)C(CC(=O)Nc2ccc(C(=O)O)cc2)SC1=Nc1ccccc1 (stereo not given)
 : 2.8	-0.4	3.0	-5.6	-2.0	-2.4	-1.3	0.2	-24.8
NNC(=O)c1cc2c(N3CCC(Cc4ccccc4)CC3)ncnc2s1
 : 8.1	10.9	9.8	-8.3	-6.6	-4.0	28.9*	8.0	-20.8
C#CCO[C@@H]1C[C@H](n2cnc3c(=O)[nH]c(NC(=O)C(C)C)nc32)O[C@@H]1CO
 : 39.0	1.8	.	.	.	.	-1.8	1.2	.
CCN(CC)CCCNC(=O)c1ccc(OCC(=O)Nc2ccccc2C(F)(F)F)c(OC)c1
 : 48.0	1.8	-26.8	-11.2	0.6	-2.3	5.6	0.2	31.2

# 2 of the compounds above, tab-delimited.
molecule	PHOSPHO1 inh	V1aR counter	HCV NS3 hel inh	GPR7 antag	VIM-2 inh	IMP-1 inh	GalR3 antagonist	OXTR agonist	DNA FID counter
CC(C)NC(=O)Cn1cc(C(=O)C(=O)N2CCOCC2)c2ccccc21	42.7	-0.4	5.6	-6.3	-1.7	-0.8	-4.5	0.4	-1.1
CC(C)=CCN1CCN(Cc2cnc(N3CCCC3)s2)CC1CCO (stereo not given)	56.0	0.4	1.1	2.3	-3.1	-3.1	0.0	1.0	3.9

# More entries follow.
# Results follow in this order: PHOSPHO1 inh	V1aR counter	HCV NS3 hel inh	GPR7 antag	VIM-2 inh	IMP-1 inh	GalR3 antagonist	OXTR agonist	DNA FID counter
CCOc1ccc(C(=O)NCC(=O)N2CCCC2)cc1
 : 8.0	-0.7	3.6	-3.4	-0.2	-3.6	-5.0	-0.1	2.2
O=C(NC(NC(=S)Nc1ccc(Cl)cc1Cl)C(Cl)(Cl)Cl)c1cccc([N+](=O)[O-])c1 (stereo not given)
 : 36.6	13.7	20.7	27.4	0.1	0.3	-9.6	16.9	12.2
COc1ccc(C(=O)NC2CCN(CC(=O)NCc3cccc(OC)c3)CC2)cc1
 : 6.3	0.5	3.2	-4.0	-2.5	-1.8	-2.6	0.5	-2.4
CCOc1ccc(CN(C)C(=O)NNC(=O)c2ccc(C)cc2)cc1OC
 : 28.0	-0.5	4.7	-0.4	0.7	-1.0	-9.0	-1.0	-7.2
O=[N+]([O-])c1ccc(S(=O)(=O)N2CCSC2c2ccco2)cc1 (stereo not given)
 : -62.7	-1.4	15.5	-6.3	-1.1	-3.0	-4.8	-1.1	0.7
O=C(O)C1CCCCC1C(=O)Nc1cccc2ccccc12 (stereo not given)
 : 2.5	-0.2	2.6	-6.0	-0.4	-2.9	-3.6	-0.4	0.5
CCN(Cc1cnn(C)c1)C(=O)C1CCC(=O)N(CCc2ccc(OC)cc2)C1 (stereo not given)
 : -6.7	2.1	1.8	-0.8	-1.4	-3.1	-6.0	0.1	-15.4
Cc1ccc2oc(-c3ccc(NC(=O)c4cccnc4)cc3)nc2c1
 : 14.3	4.4	1.4	-12.3	-1.1	-1.8	-1.1	5.8	-7.1
CC(C)c1ccc(NC(=S)N2CCN(C)CC2)cc1
 : 3.4	.	-15.9	11.1	0.0	-0.2	-1.3	.	0.5
Cc1ccc(C(=O)NCC(=O)N2CCN(S(=O)(=O)c3cccs3)CC2)s1
 : 8.0	-0.4	-5.2	22.9	-1.6	-2.8	2.5	0.3	-2.6
CCC(c1nnnn1Cc1ccccc1)N(Cc1ccco1)Cc1cc2cc(OC)ccc2[nH]c1=O (stereo not given)
 : 4.6	-1.2	9.3	-12.1	-1.2	-4.1	3.3	-3.2	-18.6
O=C(Cn1ncc2c([nH]c3ccccc32)c1=O)N1CCN(c2ccccn2)CC1
 : 14.6	1.8	5.0	-9.4	1.4	0.0	-0.1	1.6	-11.0
O=C(Nc1ncc(Cc2cccc(Cl)c2)s1)C1CCCO1 (stereo not given)
 : 7.4	0.2	-2.0	3.5	-4.8	-3.1	-3.0	-1.0	-9.6
CCN(CC)S(=O)(=O)c1ccc(Cl)c(C(=O)Nc2nncs2)c1
 : -10.0	-0.1	3.6	-9.8	-2.2	-0.4	2.7	-0.5	-6.1
Cc1nc2c3cc(F)ccc3n(Cc3ccccc3)c2s1
 : -28.0	-1.0	4.7	0.9	1.3	-2.5	-7.5	-2.5	-14.5

# Entries of single compounds, looked up by structure:
# Cc1nc2c3cc(F)ccc3n(Cc3ccccc3)c2s1 is listed with PHOSPHO1 inh = -28.0; V1aR counter = -1.0; HCV NS3 hel inh = 4.7; GPR7 antag = 0.9; VIM-2 inh = 1.3; IMP-1 inh = -2.5; GalR3 antagonist = -7.5; OXTR agonist = -2.5; DNA FID counter = -14.5
# CC(C)NC(=O)Cn1cc(C(=O)C(=O)N2CCOCC2)c2ccccc21 is listed with PHOSPHO1 inh = 42.7; V1aR counter = -0.4; HCV NS3 hel inh = 5.6; GPR7 antag = -6.3; VIM-2 inh = -1.7; IMP-1 inh = -0.8; GalR3 antagonist = -4.5; OXTR agonist = 0.4; DNA FID counter = -1.1
# COc1cc(/C=N/NC(=O)c2ccncc2)ccc1OCC(=O)Nc1ccc(C)c(C)c1 is listed with PHOSPHO1 inh = 41.6; V1aR counter = 3.4; HCV NS3 hel inh = 7.1; GPR7 antag = -17.0; VIM-2 inh = -1.4; IMP-1 inh = -1.6; GalR3 antagonist = -7.7; OXTR agonist = 3.1; DNA FID counter = -35.8

# (list continues)
# Results follow in this order: PHOSPHO1 inh	V1aR counter	HCV NS3 hel inh	GPR7 antag	VIM-2 inh	IMP-1 inh	GalR3 antagonist	OXTR agonist	DNA FID counter
COc1cc(/C=N/NC(=O)CC23CC4CC(CC(C4)C2)C3)cc(Br)c1OCC(=O)N(C)C
 : -1.5	1.5	-6.0	-4.5	-0.3	-2.8	-5.3	0.9	-38.0
CC(C)[C@H](NC(=O)c1ccc(C(C)(C)C)cc1)C(=O)Nc1nnc(C2CC2)s1
 : -6.2	0.8	9.8	-5.1	-1.5	-3.5	-9.9	0.5	-20.4
CCc1ccccc1NC(=S)N(CCN1CCCCC1)Cc1ccco1
 : -5.1	0.8	6.8	2.3	-1.2	-2.4	2.5	0.4	2.3
OC(Cn1cncn1)c1ccc(Cl)cc1 (stereo not given)
 : 4.7	1.0	2.6	-10.6	-3.4	-4.0	-6.1	0.3	2.1
Cc1ccc(NC(=O)c2ccc(S(=O)(=O)NCc3cccnc3)cc2)c(C)c1
 : 46.2	11.1	14.8	22.1	-0.8	3.2	-9.0	1.4	-16.0
Nc1cc(=O)nc(SCC(=O)N(C2CCCCC2)C2CCCCC2)n1-c1ccccc1
 : 45.0	-0.7	1.2	-12.8	-1.1	-2.2	-5.8	-0.4	-37.6
CCCCN(C)C1CCN(C(=S)Nc2ccc(OC)cc2)CC1
 : -25.8	1.4	10.2	-13.6	-2.4	-1.7	-5.8	0.5	2.4
Cc1ccc2ncccc2c1[N+](=O)[O-]
 : 14.9	0.6	4.1	-6.4	-5.3	-5.7	-6.3	-0.1	-2.5
Cc1cccc(NC(=O)Cn2nc(C(F)(F)F)cc2C2CC2)c1
 : 17.0	2.0	0.8	2.0	-3.0	-0.7	.	1.6	-4.5
CCOc1ccc(CNc2nnnn2C)cc1OC
 : 3.3	0.4	-2.2	-1.1	-3.7	-4.5	-6.9	1.2	-9.4
O=C(CN1CCN(Cc2ccccc2F)C1=O)NCc1ccco1
 : -3.2	0.9	3.2	-5.5	-4.5	-5.4	-6.3	1.6	-5.8
Cc1cnc(NC(=O)c2ccc(OCC3CCCO3)cc2)s1 (stereo not given)
 : 15.9	0.6	13.3	9.8	-5.0	-4.0	-3.8	1.3	-9.1
O=C(c1ccco1)N1CCCN(C(=O)c2ccco2)CC1
 : -28.3	0.6	5.9	-8.4	-0.6	-0.5	-1.1	0.4	-3.1
O=c1[nH]c(SCc2ccc([N+](=O)[O-])cc2)nc2[nH]ncc12
 : 20.0	-0.3	-9.1	-8.6	-0.8	-3.8	-4.2	-0.2	2.1
CCCCCOc1ccc(/C=C/c2c([N+](=O)[O-])c(=O)n(C)c(=O)n2C)cc1
 : 30.8	0.8	3.6	-2.7	-3.5	-7.6	-5.8	0.1	-16.9
CCOC(=O)c1ccc(NCc2ccc3c(c2)OCO3)cc1
 : 20.7	1.7	-9.8	7.3	-1.0	-2.9	-3.7	1.3	-5.1
O=C(O)C(CO)N=Cc1c(O)c2ccccc2oc1=O (stereo not given)
 : 1.8	0.7	21.6	-4.9	-5.2	-2.3	8.2	-1.1	-21.3
Cc1ccc(C(=O)COC(=O)CCC(=O)NC2CCCCC2)cc1[N+](=O)[O-]
 : -15.7	2.1	-1.4	-5.8	-2.0	-2.1	-4.8	0.6	1.6
